Screening data from PubChem.
PrPC TRFRET: reduces human prion protein on the cell surface. P04156. cell surface PrPC, TR-FRET read-out. inhibition, % at 13.8 µM. 370,000 tested, 0.43% active; in the data active = inhibition above about 24%; note: 0% = median of the test wells and 100% = reference compound wells
BoNT F protease: BoNT F light chain protease inhibition | 360,000 tested, 0.22% active | Multiplex microsphere protease cleavage assay, flow cytometry | inhibition, % at 10 µM; in the data active = inhibition above about 35%, passing the limit was not always enough; inconclusive = no clear call, values can overlap the other calls; note: plate controls were buffer without enzyme for full effect and enzyme alone for no effect
GDH-TPI inh: inhibits GDH-TPI coupling enzymes, artifact for Mtb FBA screen. AID 588335. GDH-TPI coupled enzyme counterscreen, NADH absorbance. 360,000 tested, 1.2% active. inhibition, % at 4.8 µM; in the data active = inhibition above about 30%;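 note: 0% = DMSO wells and 100% = wells lacking the enzyme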
Rv3671c protease: inhibitors of M. tuberculosis serine protease Rv3671c | P9WHR9 | inhibition, % at 5.96 µM | AID 2606 | 320,000 tested, 0.048% active; in the data active = inhibition above about 38%;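 note: extracellular domain of Rv3671c used as enzyme; 0% = enzyme with DMSO and 100% = no enzyme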
Target sequence (P9WHR9 whole entry, looked up, the tested form may be a part): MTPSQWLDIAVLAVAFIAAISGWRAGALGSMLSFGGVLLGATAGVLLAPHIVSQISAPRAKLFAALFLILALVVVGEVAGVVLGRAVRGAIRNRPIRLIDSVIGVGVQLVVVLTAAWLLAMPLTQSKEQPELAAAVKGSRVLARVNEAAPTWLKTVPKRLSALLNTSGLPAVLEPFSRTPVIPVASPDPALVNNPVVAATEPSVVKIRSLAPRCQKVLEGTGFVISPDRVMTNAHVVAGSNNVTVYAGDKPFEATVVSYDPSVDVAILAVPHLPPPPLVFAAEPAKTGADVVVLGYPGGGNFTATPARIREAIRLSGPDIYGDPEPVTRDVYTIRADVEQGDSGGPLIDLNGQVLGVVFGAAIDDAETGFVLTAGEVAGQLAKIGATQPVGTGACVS
Mtb UGM inh: inhibitors of M. tuberculosis UDP-galactopyranose mutase | P9WIQ1 | purified UGM, fluorescence polarization probe displacement | inhibition, % at 10 µM | 320,000 tested, 0.06% active | AID 504406; in the data active = inhibition above about 10%, passing the limit was not always enough; inconclusive = no clear call, values can overlap the other calls
Mtb FBA inh: inhibits M. tuberculosis FBA enzyme | purified M. tuberculosis FBA, fluorescence read-out | inhibition, % at 1 µM | 360,000 tested, 2.3% active | AID 588726; in the data active = inhibition above about 27%;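 note: 0% = vehicle and 100% = reference inhibitor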
Target sequence (P9WQA3 whole entry, looked up): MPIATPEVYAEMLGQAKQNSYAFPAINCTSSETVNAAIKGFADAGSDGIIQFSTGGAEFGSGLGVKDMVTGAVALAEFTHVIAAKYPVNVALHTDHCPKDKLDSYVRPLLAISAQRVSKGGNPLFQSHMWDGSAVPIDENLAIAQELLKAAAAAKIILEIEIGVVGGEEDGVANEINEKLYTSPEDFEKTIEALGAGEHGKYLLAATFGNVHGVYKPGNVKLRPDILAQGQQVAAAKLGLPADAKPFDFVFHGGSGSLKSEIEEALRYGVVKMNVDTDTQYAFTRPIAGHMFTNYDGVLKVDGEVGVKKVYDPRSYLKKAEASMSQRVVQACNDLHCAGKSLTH
MazEF act: MazEF (E. coli) toxin RNase activation | P0AE70 | FAM/BHQ RNA-DNA oligo cleavage fluorescence, 5 h | activation, % at 20 µM | 350,000 tested, 0.32% active | AID 504720; in the data active = activation above about 50%
Target sequence (P0AE70 whole entry, looked up): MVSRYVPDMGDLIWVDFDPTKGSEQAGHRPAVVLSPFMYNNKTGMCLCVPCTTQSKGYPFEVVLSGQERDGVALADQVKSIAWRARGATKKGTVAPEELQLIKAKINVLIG
BioA inh: inhibitors of Mycobacterium tuberculosis BioA enzyme; purified M. tuberculosis BioA enzyme, plate reader; inhibition, % at 9.99 µM; 360,000 tested, 0.096% active; in the data active = inhibition above about 40%; inconclusive = no clear call, values can overlap the other calls
FadD28 FP inh: blocks FadD28 binding to the bisubstrate probe; fluorescence polarization; inhibition, % at 12.5 µM; 360,000 tested, 0.22% active; AID 588549; in the data active = inhibition above about 8.5%, passing the limit was not always enough; inconclusive = no clear call, values can overlap the other calls
* marks the source's active call; other numbers are inactive results; ? = inconclusive; / = no result given.

Structure	PrPC TRFRET	BoNT F protease	GDH-TPI inh	Rv3671c protease	Mtb UGM inh	Mtb FBA inh	MazEF act	BioA inh	FadD28 FP inh
COc1ccc(-c2ccc3c(c2)c(C#Cc2ccsc2)c(-c2cc(OC)cc(OC)c2)n3C)cc1	-2.1	11.8	11.4	-3.8	-0.6	5.2	-21.9	-0.9	-2.0
CCOc1cnc(-c2ccc(OC)cc2)o1	6.2	-10.7	-3.0	0.1	1.5	8.7	4.1	-0.9	-2.9
Cc1cc(Cl)nc(Cl)c1C(=O)NCc1ccc(Cl)cc1	-8.7	-10.5	0.7	-5.4	-0.6	2.9	-15.9	-0.6	3.0
CCOc1cccc(CN2CCC(Oc3ccc(C(=O)NCc4ccccn4)cc3)CC2)c1	-6.0	-1.9	-5.2	9.4	-1.2	1.7	2.9	0.8	-3.1
Cc1nn(CCC(=O)Nc2cccc(C#N)c2)c(C)c1S(=O)(=O)N1CCCCC1	-2.3	6.9	-5.2	4.5	-2.3	1.9	11.6	-0.2	-1.9
Cc1cc(C)c(C#N)c(OCC(=O)c2ccccc2)n1	-5.5	10.8	-0.4	2.6	4.5	-4.5	3.8	0.6	-0.6
COC(=O)C1=C(c2ccc(OCc3ccccc3)cc2)C[C@@H]2CC[C@H]1N2C(=O)NCCc1ccc(F)cc1	5.1	-6.7	2.4	/	/	-1.0	-6.6	/	-4.0
Cc1ccc(-n2nc3ccc(NC(=O)/C=C/c4ccco4)cc3n2)cc1C	7.5	-5.0	14.8	-99.4	/	6.1	-8.7	-0.3	-4.2
Cc1cc(C)c(S(=O)(=O)N2CCCOC2CNC(=O)C(=O)NCc2cccnc2)c(C)c1 (stereo unspecified)	-2.7	2.6	-6.5	-1.7	1.0	-0.7	-2.5	/	-2.9
CS(=O)(=O)c1cccc(C(=O)Nc2ccc(S(=O)(=O)N3CCCCC3)cc2)c1	0.1	-4.2	-1.4	/	/	4.2	4.7	0.0	-2.0
CC(=O)NNC(=O)CN1C(=O)CN=C(c2ccccc2)c2cc(Br)ccc21	8.8	-1.4	-2.9	4.1	4.0	3.0	8.6	/	0.3
N#Cc1c(C(F)(F)F)cc(-c2ccccc2)nc1SCC(=O)N1CCOCC1	0.2	-4.6	26.0	2.2	1.5	3.4	-12.3	/	-0.3
O=C(O)C1C2C=CC(O2)C1C(=O)NCCC1=CCCCC1 (stereo unspecified)	/	-9.7	-7.1	-7.4	4.2	0.4	-1.5	-1.6	-1.0
Cc1ccc(C)c(NC(=O)CN(C)C(=O)c2cccc(-n3cccc3)c2)c1	-1.6	?	-10.2	-3.8	0.1	-1.4	-5.3	-1.1	0.0
O=C(CNC(=O)c1ccccc1F)NCc1ccccn1	2.6	-9.6	-14.6	-2.3	-2.8	-1.0	-1.6	-2.0	-0.4
Cc1ccc(NC(=O)CCNS(=O)(=O)c2ccc3[nH]c(=O)oc3c2)cc1N(C)C	5.0	-1.5	8.9	-2.9	0.6	1.7	4.1	-0.1	-3.5

Complete entries as entered above. Order of values: PrPC TRFRET, BoNT F protease, GDH-TPI inh, Rv3671c protease, Mtb UGM inh, Mtb FBA inh, MazEF act, BioA inh, FadD28 FP inh
CC(=O)NNC(=O)CN1C(=O)CN=C(c2ccccc2)c2cc(Br)ccc21 is listed as 8.8, -1.4, -2.9, 4.1, 4.0, 3.0, 8.6, /, 0.3
N#Cc1c(C(F)(F)F)cc(-c2ccccc2)nc1SCC(=O)N1CCOCC1 is listed as 0.2, -4.6, 26.0, 2.2, 1.5, 3.4, -12.3, /, -0.3

Later entries:
Structure	PrPC TRFRET	BoNT F protease	GDH-TPI inh	Rv3671c protease	Mtb UGM inh	Mtb FBA inh	MazEF act	BioA inh	FadD28 FP inh
Cc1ccc(NC(=O)CSc2nccn2Cc2ccco2)cc1	6.3	/	0.0	-9.1	0.2	1.4	-3.9	0.9	0.0
Cc1cccc(NC(=O)c2ccc3ccccc3n2)c1C	-0.2	17.2	15.1	-3.5	1.6	5.9	-2.2	-0.7	-1.5
CCCCCSc1nc2c(cnn2-c2ccc(F)cc2)c(=O)[nH]1	4.9	-1.8	-3.0	-9.2	-0.4	-3.7	-8.0	-1.9	-2.0
CCOC(=O)C1(C)CCCN(C(=O)c2ccc3c(c2)OCO3)C1 (stereo unspecified)	8.9	3.5	-11.5	/	/	-0.6	/	-1.0	-3.1
O=c1cc(CO)oc(CN2CCCC2)c1O	2.4	7.7	4.9	-16.9	3.2	0.6	-1.3	-2.6	0.5
CC(C)(C)NC(=O)CCN(/N=C/c1ccc([N+](=O)[O-])o1)C1=NS(=O)(=O)c2ccccc21	-4.3	-2.2	11.8	-0.4	1.5	-1.6	-0.6	-2.6	0.7
O=C(COC(=O)c1ccc(S(=O)(=O)N2CCOCC2)cc1)Nc1ccccc1F	1.7	3.6	-1.9	-0.9	-5.1	-0.9	-26.8	-2.1	-0.7
C/C=C/c1ccc(OCC(=O)Nc2cc(OC)c(OC)c(OC)c2)c(OC)c1	12.8	3.0	4.3	-2.6	2.2	9.1	6.9	/	2.3
O=C(Nc1cccc(S(=O)(=O)NC2=NCCCCC2)c1)c1cc(-c2ccccc2Cl)nc2ccccc12	1.4	-4.2	7.5	-44.2	2.4	-3.5	5.4	/	-4.7
CC(C)Nc1nc(NC(C)C)nc(C(N)=O)n1	-1.8	-3.5	12.2	2.4	1.5	-0.1	6.0	-1.9	-0.3
COc1ccc(C(O)c2nc(-c3cccc(C(=O)O)c3)cs2)cc1 (stereo unspecified)	-6.9	-4.0	-0.9	/	/	-1.5	/	-2.0	-2.3
COc1ccc2oc(=O)c(C(=O)N3CCCc4ccccc43)cc2c1	-8.8	-12.1	9.3	12.8	0.6	1.5	3.4	-2.5	0.1
c1csc(Cc2nn3c(-c4ccncc4)nnc3s2)c1	-5.2	-11.2	-3.4	4.3	-0.7	-2.4	3.9	-1.8	-0.8
O=C(Cn1nnc(-c2ccc(Cl)cc2)n1)NCC1CCCCC1	-4.3	2.0	-4.8	-6.6	0.2	0.1	-9.5	-1.3	-2.3
Cc1ccc(S(=O)(=O)N2CCOCC2)cc1C(=O)NCC1CCCCC1	11.3	-6.9	11.8	1.4	-2.7	0.4	4.1	-0.7	-2.1
COc1ccc(CN2C(=O)c3ccccc3C2=O)cc1C(=O)N(C)CC(=O)Nc1ccc(C)cc1	12.9	0.5	15.9	/	/	-4.3	8.9	4.1	-3.7

Next records:
Screens in order – PrPC TRFRET | BoNT F protease | GDH-TPI inh | Rv3671c protease | Mtb UGM inh | Mtb FBA inh | MazEF act | BioA inh | FadD28 FP inh
Cc1occc1C(=O)Nc1ccc2c(c1)OCCO2
 : 2.6 | 0.7 | -3.6 | -0.1 | 0.8 | 0.1 | -1.0 | 1.8 | -1.9
COc1ccc(NC(=O)COC(=O)Cn2cnc3ccccc32)cc1
 : -2.9 | / | 5.3 | -3.0 | -3.2 | -3.3 | 1.2 | -1.4 | -4.3
O=C(NCC(c1ccco1)N1CCCCC1)c1ccc(COc2ccc(Cl)cc2)cc1 (stereo unspecified)
 : 4.4 | -11.0 | 5.7 | / | / | 0.7 | -6.0 | -1.0 | -2.9
COc1cc(OC)c(OC)cc1/C=N/N(C)c1ccccc1
 : 2.9 | 4.5 | 27.7 | -0.4 | 2.4 | -1.4 | 1.3 | -0.4 | -1.2
Cc1cc(C)n(C(=O)CNC(=O)c2cccc(Br)c2)n1
 : -0.7 | 7.1 | -2.5 | 0.0 | 1.7 | -1.4 | -5.6 | -0.5 | -4.9
Nc1ccc(S(=O)(=O)NC(Cc2ccccc2)C(=O)O)cc1 (stereo unspecified)
 : 6.7 | 3.2 | 4.9 | -1.5 | -4.8 | -0.5 | 10.0 | 1.1 | 0.6
Cc1cccc(NS(=O)(=O)c2ccc(C(=O)NCCCN3CCCC3=O)cc2)c1C
 : 5.1 | 5.4 | -1.4 | -0.1 | 1.2 | 3.7 | -1.2 | / | -2.7
CCOC(=O)c1c(C)[nH]c(C(=O)COC(=O)Cn2cc(C(F)(F)F)ccc2=O)c1C
 : -2.9 | 0.9 | 4.2 | 1.3 | -2.6 | -1.2 | 9.8 | 1.3 | /
Cc1nc2cc(NC(=O)NCCCO)ccc2o1
 : -2.8 | -9.0 | 7.3 | 0.5 | 5.1 | -2.5 | 4.9 | -0.7 | -0.7
CC(C)CNC(=S)N1CCN(c2nc(-c3ccc(Cl)cc3)cs2)CC1
 : 15.9 | ? | 9.6 | 0.4 | -1.2 | -2.1 | -3.1 | -1.7 | -0.8
CSc1ccc(Cl)c(C(=O)OCC(=O)N(C)CCC#N)c1
 : 4.2 | 1.4 | -4.2 | -1.6 | -0.8 | 4.9 | 8.0 | / | -1.1
CC1CCCC(NC(=O)c2ccc3c(=O)n(CC4CCCO4)c(=O)[nH]c3c2)C1C (stereo unspecified)
 : 1.0 | 3.5 | 8.6 | -2.7 | 1.5 | 3.2 | -3.5 | -1.0 | -1.2
CCOC(=O)c1c(C)[nH]c(C(=O)COC(=O)c2c(CC)noc2C)c1C
 : -5.1 | / | 3.2 | / | / | -2.7 | 2.6 | -0.6 | -1.4
O=C(Cn1c(=O)n(Cc2ccco2)c(=O)c2c3c(sc21)CCCCC3)c1ccccc1
 : / | 6.9 | 11.6 | -17.3 | 4.7 | 1.7 | -5.5 | -1.6 | -2.5
Cc1occc1C(=O)Nc1cccc2ccccc12
 : -3.9 | -0.6 | 6.1 | -1.4 | 1.1 | 0.4 | 5.6 | -0.5 | -3.8
O=C(Nc1ccc2c(c1)OCCO2)c1cccc(Cl)c1Cl
 : -6.3 | / | 11.4 | -8.8 | 3.6 | 0.6 | 3.7 | -0.6 | 1.4
CC(C)NC(C)C(=O)C12CC3CC(CC(C3)C1)C2 (stereo unspecified)
 : 9.3 | -6.4 | 6.3 | -3.4 | 0.5 | -0.6 | -5.2 | 0.1 | 2.8
Cc1cc(NC(=O)c2cncc(Br)c2)no1
 : 3.9 | -0.4 | -4.2 | 4.0 | -0.6 | 1.6 | 3.2 | -0.1 | 1.0
CCOc1ccc(CNC(=O)CCSCc2ccccc2F)cc1OC
 : -7.0 | -3.5 | 11.2 | 4.8 | 0.3 | 0.6 | 4.6 | / | -1.6
CN1C(=O)c2cccc(NCCCN3C(=O)c4ccccc4C3=O)c2C1=O
 : -8.8 | -5.4 | 9.9 | -6.3 | 1.5 | -1.9 | -21.6 | -1.0 | -2.5

Entries above containing a Cl atom:
Screens in order – PrPC TRFRET | BoNT F protease | GDH-TPI inh | Rv3671c protease | Mtb UGM inh | Mtb FBA inh | MazEF act | BioA inh | FadD28 FP inh
Cc1cc(Cl)nc(Cl)c1C(=O)NCc1ccc(Cl)cc1
 : -8.7 | -10.5 | 0.7 | -5.4 | -0.6 | 2.9 | -15.9 | -0.6 | 3.0
O=C(Nc1cccc(S(=O)(=O)NC2=NCCCCC2)c1)c1cc(-c2ccccc2Cl)nc2ccccc12
 : 1.4 | -4.2 | 7.5 | -44.2 | 2.4 | -3.5 | 5.4 | / | -4.7
O=C(Cn1nnc(-c2ccc(Cl)cc2)n1)NCC1CCCCC1
 : -4.3 | 2.0 | -4.8 | -6.6 | 0.2 | 0.1 | -9.5 | -1.3 | -2.3
O=C(NCC(c1ccco1)N1CCCCC1)c1ccc(COc2ccc(Cl)cc2)cc1 (stereo unspecified)
 : 4.4 | -11.0 | 5.7 | / | / | 0.7 | -6.0 | -1.0 | -2.9
CC(C)CNC(=S)N1CCN(c2nc(-c3ccc(Cl)cc3)cs2)CC1
 : 15.9 | ? | 9.6 | 0.4 | -1.2 | -2.1 | -3.1 | -1.7 | -0.8
CSc1ccc(Cl)c(C(=O)OCC(=O)N(C)CCC#N)c1
 : 4.2 | 1.4 | -4.2 | -1.6 | -0.8 | 4.9 | 8.0 | / | -1.1
O=C(Nc1ccc2c(c1)OCCO2)c1cccc(Cl)c1Cl
 : -6.3 | / | 11.4 | -8.8 | 3.6 | 0.6 | 3.7 | -0.6 | 1.4
